# Screening results: PubChem, several laboratories
# PAFAH1B2 inh = PAFAH1B2 enzyme inhibitors, primary screen, biochemical, fluorescence polarization, human | Platelet-activating factor acetylhydrolase IB subunit alpha2 (Homo sapiens), P68402 | recombinant PAFAH1B2, FP-rhodamine activity probe | inhibition, % at 3.39 µM | 1.2% of 340,000 active | AID 492953, 2010;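 active = inhibition above the mean of all tested compounds plus 3 SD, cut at about 24% in these data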;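 also: 0% = enzyme with DMSO and 100% = wells lacking PAFAH1B2; many of its hits are not listed in these tables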
# Target sequence (P68402 whole entry, looked up): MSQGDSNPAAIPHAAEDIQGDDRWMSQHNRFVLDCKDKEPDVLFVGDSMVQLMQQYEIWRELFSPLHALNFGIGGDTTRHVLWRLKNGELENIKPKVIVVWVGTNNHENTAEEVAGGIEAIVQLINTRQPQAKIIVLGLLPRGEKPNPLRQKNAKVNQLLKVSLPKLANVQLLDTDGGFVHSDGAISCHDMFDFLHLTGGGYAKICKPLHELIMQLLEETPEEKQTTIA
# pPAFAH FP inh = pPAFAH enzyme inhibitors, primary screen, biochemical, fluorescence polarization, human. Platelet-activating factor acetylhydrolase (Homo sapiens), Q13093. recombinant pPAFAH, FP-rhodamine probe fluorescence polarization. inhibition, % at 3.39 µM. 1.5% of 330,000 active. AID 463082, 2010;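 active = inhibition above the mean inhibition across the screen plus 3 SD, cut at about 25% in these data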;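 also: inhibitors block binding of the rhodamine activity-based probe so polarization drops; 0% = enzyme with DMSO and 100% = wells lacking pPAFAH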
# MEX-5 binding = MEX-5 zinc finger RNA-binding disruptors – biochemical, C. elegans, fluorescence polarization, MLPCN library, primary screen | Zinc finger protein mex-5 (Caenorhabditis elegans), Q9XUB2 | MEX-5/FITC-TCR2 RNA binding; active compounds read low | activity score (negative = inhibition of binding), % at 10 µM | 0.38% of 300,000 active | AID 1832, 2009;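 active = inhibition past about -25% in most replicates, and total fluorescence under double the plate's negative control median, limit read from the data; inconclusive = replicates evenly split on the limit, or fluorescence at least double controls; inactive = too little inhibition in most replicates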;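 also: 0% = DMSO and -100% = 5 µM competing unlabeled TCR2 RNA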
# Target sequence (Q9XUB2 whole entry, looked up): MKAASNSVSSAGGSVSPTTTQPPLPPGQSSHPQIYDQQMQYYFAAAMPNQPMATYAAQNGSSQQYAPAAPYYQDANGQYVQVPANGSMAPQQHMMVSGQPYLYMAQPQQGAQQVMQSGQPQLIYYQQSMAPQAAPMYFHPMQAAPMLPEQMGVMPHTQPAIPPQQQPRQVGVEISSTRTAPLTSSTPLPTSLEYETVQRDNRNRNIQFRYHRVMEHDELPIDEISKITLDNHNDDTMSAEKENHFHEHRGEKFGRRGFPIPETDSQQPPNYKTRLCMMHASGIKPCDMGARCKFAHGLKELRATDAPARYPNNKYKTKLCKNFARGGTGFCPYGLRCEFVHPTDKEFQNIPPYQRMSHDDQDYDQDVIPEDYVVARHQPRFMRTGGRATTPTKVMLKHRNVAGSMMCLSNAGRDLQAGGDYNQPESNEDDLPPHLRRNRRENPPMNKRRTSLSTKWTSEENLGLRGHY
# MCL1-BIM inh = inhibitors of MCL1 binding to BIM-BH3, primary screen, biochemical, fluorescence polarization. Induced myeloid leukemia cell differentiation protein Mcl-1 (Homo sapiens), Q07820. GST-MCL1 / FITC-Bim-BH3 fluorescence polarization. inhibition, % at 10.9 µM. 0.68% of 320,000 active. AID 2057, 2009;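 active = inhibition above the mean inhibition of all tested compounds plus 3 SD, set per campaign, cut at about 40% in these data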;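 also: 0% = DMSO wells and 100% = unlabeled Bim-BH3 peptide control; higher means more loss of mP so more displacement of Bim peptide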
# Target sequence (Q07820 whole entry, looked up): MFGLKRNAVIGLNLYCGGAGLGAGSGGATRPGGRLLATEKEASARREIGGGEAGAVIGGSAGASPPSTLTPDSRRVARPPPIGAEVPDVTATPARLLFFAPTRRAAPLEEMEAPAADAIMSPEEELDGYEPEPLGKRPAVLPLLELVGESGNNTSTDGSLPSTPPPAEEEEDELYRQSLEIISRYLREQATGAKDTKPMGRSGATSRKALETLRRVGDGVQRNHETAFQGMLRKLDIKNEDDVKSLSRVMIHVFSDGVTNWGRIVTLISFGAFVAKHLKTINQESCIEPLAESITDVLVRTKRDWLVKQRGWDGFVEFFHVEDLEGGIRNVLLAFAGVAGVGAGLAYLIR
# PME-1 primary = PME-1 inhibitors via competitive probe labeling, primary screen, biochemical, fluorescence polarization, FP-Rh probe, HTS; 0.53% of 320,000 active; inhibition, % at 5.9 µM; Protein phosphatase methylesterase 1 (Homo sapiens), Q9Y570; AID 2130, 2009; recombinant PME-1;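 active = inhibition above the campaign mean of all compounds plus 3 SD, cut at about 26% in these data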;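 also: competitive labeling of PME-1 active site by serine hydrolase directed probe; 0% = PME-1 with DMSO and 100% = wells lacking PME-1 enzyme; inhibitors block probe labeling so polarization falls and inhibition rises; many of its hits are not listed in these tables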
# GLD-1 RNA inh = GLD-1/TGE RNA complex disruptors, primary screen, biochemical, fluorescence polarization. Female germline-specific tumor suppressor gld-1 (Caenorhabditis elegans), Q17339. purified GLD-1 + fluorescein TGE RNA. inhibition, % at 5.96 µM. 0.44% of 320,000 active. AID 2280, 2010;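 active = percent inhibition above a per-plate cutoff, the plate mean of test compounds plus 3 SD, cut at about 30% in these data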;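 also: 0% = DMSO wells with GLD-1 and probe and 100% = wells lacking GLD-1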
# AHR act = AHR activators, primary screen, cell-based, luminescence, luciferase reporter, human; Aryl hydrocarbon receptor (Homo sapiens), P35869; AHR-responsive luciferase reporter cells; activation, % at 5 µM; 2.5% of 320,000 active; AID 2796, 2010; in the data active = activation above about 47%;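 also: 0% = vehicle wells and 100% = reference agonist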
# Bcl-xL primary = inhibitors of human Bcl-xL, primary screen, biochemical, fluorescence polarization, HTS. GST-Bcl-xL / FITC-Bim BH3 peptide fluorescence polarization. inhibition, % at 10.9 µM. 0.7% of 320,000 active. AID 2129, 2009;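 active = inhibition above the mean of all tested compounds plus 3 SD, cutoff set per campaign, cut at about 30% in these data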;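 also: 0% = DMSO wells and 100% = unlabeled Bim-BH3 peptide competitor; inhibitors lower millipolarization by displacing the labeled peptide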
# Fam108B inh = mouse Fam108B serine hydrolase inhibitors, primary screen, counter-screen for RBBP9 inhibitor project, biochemical, fluorescence polarization. recombinant Fam108B, FP-Rh probe fluorescence polarization. inhibition, % at 9.51 µM. 0.33% of 300,000 active;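 active = inhibition above the screen mean inhibition plus 3 SD, computed separately per campaign, cut at about 18% in these data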;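 also: inhibitors lower polarization as less probe binds the enzyme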
# Active calls of the source: *; ? = inconclusive; / = not tested or not shown.
entry	mol	PAFAH1B2 inh	pPAFAH FP inh	MEX-5 binding	MCL1-BIM inh	PME-1 primary	GLD-1 RNA inh	AHR act	Bcl-xL primary	Fam108B inh
1	CC1CCN(C(=O)Cn2cc(C(=O)c3ccco3)c3ccccc32)CC1	-1	-5	0.1	0	-2	-1	2	3	2
2	NS(=O)(=O)c1ccc(NCC2COc3ccccc3O2)c([N+](=O)[O-])c1 (stereo unspecified)	2	0	-0.2	3	10	1	2	2	2
3	CCC(C)NCC(O)COCc1ccc(Cl)cc1 (stereo unspecified)	0	0	1.0	-4	-3	-1	3	3	0
4	Cc1nn(C)cc1/C=C(/C#N)C(N)=O	4	-8	3.1	-5	-1	0	1	1	3
5	O=C(c1ccc([N+](=O)[O-])cc1[N+](=O)[O-])N1CCc2ccccc21	2	3	2.3	-6	0	0	22	0	1
6	Cc1oc2c(c(C)cc3oc(=O)c(CC(=O)NCCCN4CCCC4=O)c(C)c32)c1C	4	-4	4.5	-12	-3	3	2	-4	-4
7	Cc1ccc(C2(c3noc(CN4CCC(C(=O)N5CCOCC5)CC4)n3)CCCC2)cc1	27*	8	0.6	5	-2	-8	-1	6	1
8	COc1ccc(/C=C2\CCC(C3CCCC3)C2=O)cc1Cn1nc(C)cc1C (stereo unspecified)	1	-1	-0.6	8	3	5	1	8	0
9	COc1cc2c(cc1OC)CN(C(=O)c1ccc3[nH]c(C)c(C)c3c1)CC2	-1	10	-1.3	-10	38*	1	16	-1	-2
10	CCc1ccc(N2CC(C(=O)NCCC3=CCCCC3)CC2=O)cc1 (stereo unspecified)	4	6	-0.3	-10	4	3	-2	-4	-5

# 4 of the compounds above, with values under each structure.
# Under each structure – PAFAH1B2 inh	pPAFAH FP inh	MEX-5 binding	MCL1-BIM inh	PME-1 primary	GLD-1 RNA inh	AHR act	Bcl-xL primary	Fam108B inh
6. Cc1oc2c(c(C)cc3oc(=O)c(CC(=O)NCCCN4CCCC4=O)c(C)c32)c1C
→ 4	-4	4.5	-12	-3	3	2	-4	-4
7. Cc1ccc(C2(c3noc(CN4CCC(C(=O)N5CCOCC5)CC4)n3)CCCC2)cc1
→ 27*	8	0.6	5	-2	-8	-1	6	1
8. COc1ccc(/C=C2\CCC(C3CCCC3)C2=O)cc1Cn1nc(C)cc1C (stereo unspecified)
→ 1	-1	-0.6	8	3	5	1	8	0
9. COc1cc2c(cc1OC)CN(C(=O)c1ccc3[nH]c(C)c(C)c3c1)CC2
→ -1	10	-1.3	-10	38*	1	16	-1	-2

# A few values from the entries so far.
# Under PME-1 primary, `CCc1ccc(N2CC(C(=O)NCCC3=CCCCC3)CC2=O)cc1` (stereo unspecified) has 4
# Under MCL1-BIM inh, `Cc1nn(C)cc1/C=C(/C#N)C(N)=O` has -5

# Going on with the list:
entry	mol	PAFAH1B2 inh	pPAFAH FP inh	MEX-5 binding	MCL1-BIM inh	PME-1 primary	GLD-1 RNA inh	AHR act	Bcl-xL primary	Fam108B inh
11	O=C(CCS(=O)(=O)c1ccccc1)OCc1ccc([N+](=O)[O-])cc1	0	3	-1.8	9	4	-4	-1	3	1
12	COCc1c(C#N)c(NCc2cc(OC)c(OC)c(OC)c2)nc(C)c1[N+](=O)[O-]	-1	3	-1.4	11	5	18	1	13	10
13	CN(C)S(=O)(=O)c1ccc(C(=O)Nc2nc(-c3cc4ccccc4o3)cs2)cc1	2	-3	0.5	1	2	2	5	3	1
14	Cc1ccc(NS(=O)(=O)c2ccc(NC(=O)c3ccc(-c4ccccc4)cc3)cc2)c(C)c1	-6	1	1.5	0	-37	-4	11	0	-29
15	Cc1ccc(S(=O)(=O)CCC(=O)Nc2ccc3nc(C)sc3c2)cc1	-1	-2	1.0	-4	3	12	-2	0	-4
16	COc1ccc(/C=C2\SC(=S)N(CC3CCCO3)C2=O)cc1 (stereo unspecified)	2	-1	1.0	1	3	5	-3	3	-4
17	CCC(CO)n1cnnc1-c1ccncc1 (stereo unspecified)	2	-2	0.6	1	9	-6	1	0	-3
18	CC(C)Cn1c(N)c(C(=O)COC(=O)c2cccc(Cl)c2)c(=O)n(C)c1=O	-2	2	1.4	5	-1	3	0	5	-2
19	Cc1ccc(C(=O)N2CCc3ccccc3C2)cc1S(=O)(=O)N1CCOCC1	7	-2	2.7	9	5	-5	7	4	3
20	CCn1c(N2CCN(S(=O)(=O)CC)CC2)nc2ccccc21	4	3	-2.0	6	2	-6	6	3	-3

# Pulled by compound from the entries so far (2):
entry	mol	PAFAH1B2 inh	pPAFAH FP inh	MEX-5 binding	MCL1-BIM inh	PME-1 primary	GLD-1 RNA inh	AHR act	Bcl-xL primary	Fam108B inh
15	Cc1ccc(S(=O)(=O)CCC(=O)Nc2ccc3nc(C)sc3c2)cc1	-1	-2	1.0	-4	3	12	-2	0	-4
18	CC(C)Cn1c(N)c(C(=O)COC(=O)c2cccc(Cl)c2)c(=O)n(C)c1=O	-2	2	1.4	5	-1	3	0	5	-2

# Further records
entry	mol	PAFAH1B2 inh	pPAFAH FP inh	MEX-5 binding	MCL1-BIM inh	PME-1 primary	GLD-1 RNA inh	AHR act	Bcl-xL primary	Fam108B inh
21	CCOC(=O)CSc1[nH]c(=O)cc(C)c1C#N	3	8	-0.4	-4	-1	-1	8	-1	-3
22	O=C(CSc1nnnn1-c1ccc(Cl)cc1)NC(=O)Nc1ccc2c(c1)OCCO2	-1	0	-4.4	5	3	4	4	0	-10
23	Cc1cc(C(=O)Nc2ccc(N3CCCCC3)cc2)no1	2	5	2.5	3	-2	2	-1	0	-2
24	CCOC(=O)N1CCN(C(=O)Nc2sc3nc4n(c(=O)c3c2C)CCC(C)CC4)CC1 (stereo unspecified)	-6	4	1.8	-3	0	-8	-1	1	12
25	Cc1ccc(CSc2nnc(-c3ccco3)o2)cc1	10	9	-1.0	4	0	7	6	1	0
26	CCOc1ccc(N(CC(=O)NC2CCCCC2)C(=O)CCC(=O)Nc2nccs2)cc1	0	7	0.4	0	-1	-3	6	-1	-4
27	Cc1ccc2c(c1)C1CN(C)CCC1N2C(=O)COc1ccc(N(C)S(=O)(=O)c2cccs2)cc1 (stereo unspecified)	4	3	0.0	3	2	2	4	1	-1
28	COc1ccccc1N(CC(=O)NC1CCCCC1)S(=O)(=O)c1ccccc1	2	1	0.8	-1	1	-3	1	1	5
29	CCc1cc(C(=O)N2CCCC(C(=O)c3cccc4ccccc34)C2)n(C)n1 (stereo unspecified)	5	5	-1.3	-4	-3	0	0	3	-9
30	Cc1cc(C)n2nc(-c3cccc(Br)c3)cc2n1	0	8	0.4	3	1	-1	107*	4	4
31	O=C(CSc1nnc(CN2CCOCC2)n1-c1ccccc1)N1CCc2ccccc21	4	-3	0.3	10	0	3	3	-1	0
32	O=C(/C=C/c1ccc(NC(=O)c2ccccc2-c2ccccc2C(=O)O)cc1)c1ccccc1	7	5	-6.6	-7	-19	-25	1	4	-31
33	COc1ccc(N2CCN(Cc3nc4c(c(=O)n(C)c(=O)n4C)n3CC(C)=O)CC2)cc1	3	4	-1.3	-1	-2	1	1	-4	4
34	CC1CC(C)CN(c2ncnc3c2cnn3-c2ccc(Cl)cc2)C1 (stereo unspecified)	4	-3	0.3	0	-7	-1	-5	1	0
35	CN(C)C(=O)c1ccc(NC(=O)COC(=O)C2CCN(S(=O)(=O)c3ccc4c(c3)OCCO4)CC2)cc1	3	15	1.0	-20	-1	5	-2	-15	0
36	O=C(COc1ccccc1)N1CCN=C1SCc1cccc(F)c1	3	4	0.8	-5	3	2	-1	1	-1
37	Cc1ccc(C)c2nc3sc(C(=O)N4CCCc5ccccc54)c(N)c3cc12	-5	3	-9.1	-18	4	-14	10	-3	3
38	CCOC(=O)C1CCCN(C(=O)CCC(=O)Nc2ccc3nc(N4CCOCC4)cc(C)c3c2)C1 (stereo unspecified)	0	9	-0.2	2	-17	4	7	4	3
39	COc1ccc([N+](=O)[O-])cc1NC(=S)NC(NC(=O)C(c1ccccc1)c1ccccc1)C(Cl)(Cl)Cl (stereo unspecified)	-4	-36	-5.5	5	-75	-10	3	3	-36
40	Cc1cc(C(=O)NNC2CC(=O)N(c3ccc4ccccc4c3)C2=O)c(C)o1 (stereo unspecified)	6	9	3.0	-1	-4	-13	3	2	-2
41	CCOC(=O)c1c(CN(CC)CC)oc2ccc(OC)cc12	7	2	-0.2	2	-2	-4	2	1	0
42	NC(=O)c1ccc(SCC(=O)OCC(=O)NCc2cccs2)c([N+](=O)[O-])c1	2	7	/	2	2	2	4	2	/
43	COc1ccc(Cl)cc1C(=O)NNC(=O)CN1C(=O)C2CC=CCC2C1=O (stereo unspecified)	7	3	-1.0	1	0	1	8	-3	2
44	COc1ccc2c(C)cc(SCC(=O)NC3CCCCC3)nc2c1	0	3	/	/	/	4	10	/	/
45	Nc1c(-c2cccs2)cnc2c(-c3ccc(F)cc3)cnn12	0	13	-1.9	14	12	0	-4	8	5
46	O=C(Nc1nnc(C2COc3ccccc3O2)o1)c1ccc(F)cc1 (stereo unspecified)	4	-7	-1.3	3	-4	6	-2	-4	-1
47	Oc1ccc(Cl)cc1CNc1ccccn1	0	7	-0.1	2	-3	-1	9	-1	1
48	CCCc1nc2oc3cc(OC)ccc3c(=O)c2c(=O)n1Cc1ccco1	0	12	-0.1	20	5	9	16	14	4
49	C/C=C/C(=O)Nc1cccc(C2=NOC3(C2)C[C@H](C(N)=O)N(C(=O)/C=C/C)C3)c1 (stereo partly specified)	3	5	1.0	4	-2	-3	-2	7	-4
50	CCn1c(NCc2ccccn2)nc2ccccc21	1	5	-2.7	12	-11	1	6	7	6
51	COc1ccc(/C=C/c2cc(C(F)(F)F)[nH]c(=O)n2)cc1OC	/	6	?	-1	-1	-6	5	4	-3
52	Cc1ccc(NC(=O)c2ccc(C(C)(C)C)cc2)cc1-n1cnnn1	5	4	0.8	-2	2	2	6	6	-3
53	CC(C)(C)OC(=O)NCc1ccc(CNC(=O)c2nc[nH]c2C(=O)N2CCN(c3ccccc3)CC2)cc1	7	1	/	-2	1	-8	-1	0	/
54	COc1ccc(OCC(O)CN2CCOCC2)cc1 (stereo unspecified)	6	6	1.1	4	-9	2	0	0	1
55	Cc1cccc(NS(=O)(=O)c2c(C)[nH]c(C)c2C(=O)N2CCCC2)c1	-2	6	1.1	-3	-5	3	-3	-2	-5
56	COc1cc(-c2cc[n+](C)cc2)ccc1O	0	1	2.6	-2	1	4	1	0	-1
57	CC1=C(C#N)c2nc(N)c(C#N)c(C)c2/C1=C\c1ccc(OCC(=O)O)c(Cl)c1	2	32*	-16	33	3	20	7	37*	14
58	COc1ccccc1-c1nnc(C2CCN(S(=O)(=O)c3ccc([N+](=O)[O-])cc3)CC2)o1	7	0	2.9	-5	2	4	10	6	2

# This is a subset; count on the stated rates, not on these rows.
